Screening data from PubChem BioAssay.
RTF Ca sens act – increases calcium sensitivity of human cardiac regulated thin filaments; IANBD-labeled TnC RTF fluorescence at EC20 calcium; 0% EC20 calcium, 100% full calcium; activation, % at 7.2 µM; 340,000 tested, 0.24% active;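 active = activation above the mean over all tested compounds plus 3 SD, cut at about 30% in these data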;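 also: rise in fluorescence read as greater calcium sensitivity of cardiac thin filaments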
Rtt109 HAT inh – inhibitors of Candida albicans Rtt109/Vps75 histone acetyltransferase; Q5AAJ8; 330,000 tested, 0.16% active; inhibition, % at 34.9 µM; purified Rtt109/Vps75, ThioGlo CoA-SH fluorescence, 4 h;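 active = inhibition of at least 50% in every replicate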
Target sequence (Q5AAJ8 whole entry, looked up): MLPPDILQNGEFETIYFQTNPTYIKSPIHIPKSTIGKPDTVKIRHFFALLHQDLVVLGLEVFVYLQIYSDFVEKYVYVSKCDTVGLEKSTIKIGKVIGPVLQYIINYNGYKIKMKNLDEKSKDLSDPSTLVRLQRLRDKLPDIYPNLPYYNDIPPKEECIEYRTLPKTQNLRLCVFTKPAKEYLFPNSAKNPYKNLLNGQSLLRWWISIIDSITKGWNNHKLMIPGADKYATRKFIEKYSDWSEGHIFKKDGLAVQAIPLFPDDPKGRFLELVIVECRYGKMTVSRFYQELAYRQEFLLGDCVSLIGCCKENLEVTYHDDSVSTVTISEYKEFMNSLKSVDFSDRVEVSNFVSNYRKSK
Wnt bcat act – activators of Wnt/beta-catenin signaling; Wnt/beta-catenin reporter cell assay, activator, plate reader; 300,000 tested, 1.2% active; activation, % at 9.35 µM; in the data active = activation above about 30%, passing the limit was not always enough;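 also: 0% = neutral control wells and 100% = positive control wells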
CDK5 p35 inh – CDK5/p35 (human) kinase inhibition | Q00535+Q15078 | Recombinant CDK5/p35, ADP-Glo luminescence, 60 min | inhibition, % at 10 µM | 330,000 tested, 0.01% active;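 active = highest replicate inhibition of at least 50% and at least 75% of replicates reaching 50%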;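 also: plate controls were DMSO neutral control for no effect and GW8510 at 10 µM for full effect; many of its hits are not listed in these tables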
Target sequence (Q00535 whole entry, looked up): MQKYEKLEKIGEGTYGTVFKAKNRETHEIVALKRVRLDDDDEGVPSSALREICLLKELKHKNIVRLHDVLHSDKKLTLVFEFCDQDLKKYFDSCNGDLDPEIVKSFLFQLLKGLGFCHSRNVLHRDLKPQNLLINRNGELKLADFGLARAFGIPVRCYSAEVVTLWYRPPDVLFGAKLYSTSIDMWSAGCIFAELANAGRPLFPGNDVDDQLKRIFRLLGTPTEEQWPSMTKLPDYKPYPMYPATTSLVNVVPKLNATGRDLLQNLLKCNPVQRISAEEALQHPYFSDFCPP
Target sequence (Q15078 whole entry, looked up): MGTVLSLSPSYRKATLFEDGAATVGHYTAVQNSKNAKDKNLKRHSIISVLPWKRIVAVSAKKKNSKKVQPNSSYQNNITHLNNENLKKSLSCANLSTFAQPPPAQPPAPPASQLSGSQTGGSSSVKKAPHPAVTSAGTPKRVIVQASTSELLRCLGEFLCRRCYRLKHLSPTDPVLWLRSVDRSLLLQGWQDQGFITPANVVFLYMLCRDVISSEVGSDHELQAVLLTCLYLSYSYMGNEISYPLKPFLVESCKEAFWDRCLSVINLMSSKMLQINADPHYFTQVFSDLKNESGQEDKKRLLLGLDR
CAL PDZ FP-1 – inhibitors of human CAL PDZ peptide binding; Q9HD26; purified CAL PDZ, TMR-peptide fluorescence polarization, 1 h; inhibition, % at 24.9 µM; 300,000 tested, 0.92% active; AID 602252;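 active = mean inhibition of at least 30% with at least half of replicates also reaching 30%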;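 also: 0% = DMSO neutral control and 100% = excess unlabeled competitor peptide PRC23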
dFosB activator – mouse delta FosB homodimer activation | P13346 | purified delta FosB, TAMRA-CDK5 oligo fluorescence polarization; percent of positive-control signal above neutral wells | activation, % at 25 µM | 340,000 tested, 0.99% active;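 active = mean activation above about 17%, with every replicate also reaching it, limit read from the data, passing the limit was not always enough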;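 also: fluorescence polarization rise as delta FosB binds a TAMRA Cdk5 AP-1 oligo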
V-ATPase pHluor – regulators of yeast V-ATPase proton transport. response, % at 10 µM. S. cerevisiae, pHLuorin cytosolic pH fluorescence. 350,000 tested, 0.37% active; in the data active = response mostly above about 7.3%, no sharp cut-off; inactive = mostly below about 5.4%; also: actives read high; inactives centre near 0; some compounds called inactive have numbers as strong as hits; reference of the scale not given here
Tat transport – inhibitors of E. coli Tat protein transport. E. coli MC4100 TorA-mCherry Tat export, fluorescence. inhibition, % at 10 µM. 340,000 tested, 0.036% active;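 active = mean replicate inhibition at least 50% and at least half of replicates individually reaching 50%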;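 also: exported cargo escapes ClpAP degradation while cytoplasmic cargo is degraded and loses fluorescence; 0% = median of neutral control wells and 100% = median of NaSCN control wells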
MITF TRPM1 HTS – activators of MITF-driven TRPM1 promoter activity in SK-MEL-5 cells | activation, % at 12.5 µM | SK-MEL-5 TRPM1-promoter luciferase, 24 h; % of positive control, neutral wells = 0 | 300,000 tested, 0.75% active;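 active = mean activation of at least 80% with every replicate also reaching 80%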;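 also: 0% = neutral control wells and 100% = parthenolide positive control wells; values of inactives mirror those of a sister screen read the other way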
CAL PDZ FP-2 – human CAL PDZ-peptide interaction inhibition. 330,000 tested, 0.02% active. Q9HD26. purified CAL PDZ, TMR-peptide fluorescence polarization, 1 h. inhibition, % at 20 µM. AID 504414;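 active = highest replicate inhibition of at least 40%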;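 also: plate controls were DMSO neutral control wells for no effect and unlabeled competitor peptide control wells for full effect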
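System: purified tagged CAL PDZ domain construct (CerCALP). Schedule: 1 h incubation at room temperature before polarization reading. Medium: 25 mM sodium phosphate pH 7.4, 150 mM NaCl, TCEP, IgG, Thesit. Read-out: percent inhibition from loss of millipolarization. Measured by: FP readout, S and P plane fluorescence. Probe or stimulus: fluorescent TMR peptide probe.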
* marks the source's active call; other numbers are inactive results; x = not tested or not shown.

(1) CC1CCCN(CCOc2ccc3ccccc3c2Br)C1 (stereo unspecified)
(2) O=C1CC(N(O)C2CC(=O)N(Cc3ccccc3)C2=O)C(=O)N1Cc1ccccc1 (stereo unspecified)
(3) CCOC(=O)C1=C(C)N(CCCCCC(=O)O)C(=O)NC1c1ccc(Cl)cc1 (stereo unspecified)
(4) OCCN1CCN(c2nc(-c3ccccc3)c3cc(Br)ccc3n2)CC1
(5) O=C(NCc1cccnc1)c1cc([N+](=O)[O-])ccc1N1CCOCC1
(6) C=CCOc1ccc(Cl)cc1CNCCCN1CCOCC1

entry no.	1	2	3	4	5	6
CAL PDZ FP-1	-2	4	-4	-17	-2	-2
Tat transport	0	3	0	1	3	0
Wnt bcat act	-1	-4	-2	-2	-1	x
dFosB activator	0	-6	9	-7	-1	-7
Rtt109 HAT inh	18	3	6	-9	-2	-3
CAL PDZ FP-2	-3.7	-0.5	-0.1	-6.2	1.1	-1.4
CDK5 p35 inh	-1.6	1.6	0.2	1.3	0.6	-0.6
MITF TRPM1 HTS	96*	-8	-1	-2	15	17
V-ATPase pHluor	0	6	3	4	-4	3
RTF Ca sens act	-7	-1	12	-2	3	14

(7) Cc1nc2scc(C)n2c(=O)c1S(=O)(=O)NCc1ccc(F)cc1
(8) CC(C)CN(CC(C)C)c1ccc(/C=N/n2cnnc2)cc1[N+](=O)[O-]
(9) O=C(CCS(=O)(=O)c1ccc2c(c1)NC(=O)CS2)NCCc1ccc(Cl)cc1
(10) Cc1ccc(OC(C)C(=O)Nc2cc(C)on2)cc1 (stereo unspecified)
(11) Nc1nonc1NN=C1CCCCC1
(12) CCN1C(=O)/C(=C2\SC(=S)N(CCCOC)C2=O)c2ccccc21

entry no.	7	8	9	10	11	12
CAL PDZ FP-1	-3	2	-2	-5	-4	-2
Tat transport	0	11	-2	-3	11	-19
Wnt bcat act	2	-2	-2	0	1	0
dFosB activator	3	-26	-8	0	-13	4
Rtt109 HAT inh	-4	9	-1	-3	-6	-5
CAL PDZ FP-2	-1.7	-0.4	-3.6	14	0.5	x
CDK5 p35 inh	x	0.9	-0.4	0.5	0.1	1.5
MITF TRPM1 HTS	-5	10	-5	-11	-1	-10
V-ATPase pHluor	-1	-5	2	0	-13	-1
RTF Ca sens act	-3	-3	5	-1	3	-1

(13) O=C(CSc1nnc(-c2ccccn2)n1Cc1ccco1)c1ccc(Cl)cc1
(14) COc1ccc(C(=O)c2ccccc2CN2C(=O)c3ccccc3C2=O)cc1
(15) Cc1ccc2nc(SCC(=O)Nc3ccc4[nH]c(=O)[nH]c4c3)[nH]c2c1
(16) Cc1ccccc1-c1nc(Cc2ccccc2)no1
(17) C/C(=N\Nc1nncc2ccccc12)c1ccc(C(C)(C)C)cc1
(18) CCCCn1nc(NC(=O)CC(C)C)c2cc3cc(OC)ccc3nc21

entry no.	13	14	15	16	17	18
CAL PDZ FP-1	2	-7	2	0	-3	3
Tat transport	6	8	2	-6	-7	-4
Wnt bcat act	-3	-1	11	17	x	1
dFosB activator	-8	-8	-5	1	-10	-8
Rtt109 HAT inh	x	-6	-27	9	-3	-4
CAL PDZ FP-2	-1.6	-1.5	-1.6	-0.1	-0.6	-1.1
CDK5 p35 inh	0.1	-2.4	3.0	1.0	0.5	-0.1
MITF TRPM1 HTS	x	1	-5	118*	x	-5
V-ATPase pHluor	3	3	1	10	4	2
RTF Ca sens act	1	-1	-5	1	1	-4

(19) CCN1C[C@@H]2[C@@H]3C(=O)N(C)C(=O)[C@@H]3[C@](Cc3ccccc3)(C1=O)N2C(=O)c1ccc(Cl)cc1
(20) O=C(CCCNS(=O)(=O)c1cccc2nsnc12)N1CCCCC1
(21) COc1ccc(/C(C)=N/NC(=O)c2ccc(CSc3nncn3C)cc2)cc1
(22) Cc1ccc(O)c(CNc2nc3ccccc3n2C(C)C)c1
(23) CC(C)OC(=O)C[N+](C)(C)CCN1C(=O)C2C(c3ccccc3)C=CC(c3ccccc3)C2C1=O (stereo unspecified)
(24) COc1ccc(NC(=O)C(CC(C)C)NC(=O)C2CCCCC2)c(OC)c1 (stereo unspecified)

entry no.	19	20	21	22	23	24
CAL PDZ FP-1	-1	-1	0	2	3	-3
Tat transport	-22	-5	-1	14	-8	9
Wnt bcat act	-3	x	-2	-2	-1	0
dFosB activator	-2	-4	-1	2	-9	1
Rtt109 HAT inh	2	1	-5	-1	13	-5
CAL PDZ FP-2	-1.6	-0.2	-2.4	x	-0.3	0.9
CDK5 p35 inh	-1.3	-0.5	0.1	-0.6	1.1	-0.2
MITF TRPM1 HTS	2	3	-5	-4	3	12
V-ATPase pHluor	-1	-2	3	2	2	-2
RTF Ca sens act	1	-6	-1	-5	7	0

(25) O=C(c1ccccc1)C1CCN(c2ncccc2[N+](=O)[O-])CC1
(26) O=C(N/N=C/c1cc([N+](=O)[O-])ccc1O)c1ccncc1
(27) CCOC(=O)C(CC)(CC)/C(C)=N/NC(=O)CC#N
(28) O=C(O)CSC(C(=O)Nc1ccc(C(F)(F)F)cc1)c1ccccc1 (stereo unspecified)
(29) Nc1[nH]n(-c2ccccc2)c(=O)c1N=Nc1ccc2c(c1)OCCO2
(30) O=C1CCc2cc(S(=O)(=O)N3CCCC3C(=O)NC3CCCCCCC3)ccc2N1 (stereo unspecified)

entry no.	25	26	27	28	29	30
CAL PDZ FP-1	1	3	4	-4	-7	-3
Tat transport	12	-7	4	-2	8	3
Wnt bcat act	6	0	0	x	34*	-9
dFosB activator	-4	5	-3	2	-11	-5
Rtt109 HAT inh	0	0	-8	-6	13	-2
CAL PDZ FP-2	-0.7	-1.8	-3.2	-2.7	0.9	-1.6
CDK5 p35 inh	1.2	-0.5	0.1	0.9	-0.6	0.0
MITF TRPM1 HTS	5	-1	-7	x	61	x
V-ATPase pHluor	-2	-1	7	-3	-1	0
RTF Ca sens act	-1	-1	-2	6	-2	-3

(31) CC1=CC(C)(C)N(C)C(=O)N1c1ccc(Cl)cc1
(32) CCCCC(=O)Nc1ccc(C(=O)N(CC)c2ccccc2C)cc1
(33) CCOC(=O)C(=O)Nc1ccccc1C(=O)Nc1ccc(OC)cc1
(34) CCN(C(=O)COC(=O)Cn1cnc2c1c(=O)n(C)c(=O)n2C)C1CCS(=O)(=O)C1 (stereo unspecified)
(35) CON/C=C(\C=Nc1ccccc1)c1ncc(C(F)(F)F)cc1Cl
(36) COc1ccc(OC)c(NC(=O)COC(=O)CC2CCCCC2)c1

entry no.	31	32	33	34	35	36
CAL PDZ FP-1	0	4	-5	8	0	-6
Tat transport	-3	6	1	1	2	5
Wnt bcat act	1	-3	-1	-2	0	1
dFosB activator	-4	-5	-3	-1	9	-7
Rtt109 HAT inh	13	3	-1	-12	x	-6
CAL PDZ FP-2	x	-18	0.5	-1.5	-0.6	-0.5
CDK5 p35 inh	-1.2	2.3	-2.2	0.0	0.3	-3.2
MITF TRPM1 HTS	13	-10	8	16	x	-11
V-ATPase pHluor	-4	-2	4	1	5	3
RTF Ca sens act	-1	7	2	1	-3	-4

Pulled one by one from the list above (5):
(24) COc1ccc(NC(=O)C(CC(C)C)NC(=O)C2CCCCC2)c(OC)c1 (stereo unspecified)
(23) CC(C)OC(=O)C[N+](C)(C)CCN1C(=O)C2C(c3ccccc3)C=CC(c3ccccc3)C2C1=O (stereo unspecified)
(20) O=C(CCCNS(=O)(=O)c1cccc2nsnc12)N1CCCCC1
(2) O=C1CC(N(O)C2CC(=O)N(Cc3ccccc3)C2=O)C(=O)N1Cc1ccccc1 (stereo unspecified)
(18) CCCCn1nc(NC(=O)CC(C)C)c2cc3cc(OC)ccc3nc21

entry no.	24	23	20	2	18
CAL PDZ FP-1	-3	3	-1	4	3
Tat transport	9	-8	-5	3	-4
Wnt bcat act	0	-1	x	-4	1
dFosB activator	1	-9	-4	-6	-8
Rtt109 HAT inh	-5	13	1	3	-4
CAL PDZ FP-2	0.9	-0.3	-0.2	-0.5	-1.1
CDK5 p35 inh	-0.2	1.1	-0.5	1.6	-0.1
MITF TRPM1 HTS	12	3	3	-8	-5
V-ATPase pHluor	-2	2	-2	6	2
RTF Ca sens act	0	7	-6	-1	-4

Next part
(37) O=C1CCCN1CCCN1C(=O)N[C@@H](Cc2ccccc2)C1=O
(38) Cc1ccc(Nc2nc(N)c3ccccc3n2)cc1C
(39) COc1ccc(OCc2cc(C(=O)N3CCN(CC4CC4)CC3)no2)c(Cl)c1
(40) CCc1c(C(=O)N2CCOCC2)csc1C
(41) COc1cc2nc(N(CCCN(C)C)C(=O)c3ccc(S(=O)(=O)N(C)C4CCCCC4)cc3)sc2cc1OC
(42) Cc1cc(NC(=O)CSc2nnc(-c3ccccc3F)n2C)no1

entry no.	37	38	39	40	41	42
CAL PDZ FP-1	-1	x	-3	-1	-9	2
Tat transport	4	-1	0	2	-3	3
Wnt bcat act	1	5	17	x	-4	-3
dFosB activator	3	42*	-1	-3	10	2
Rtt109 HAT inh	-5	-2	-10	5	-15	-5
CAL PDZ FP-2	-0.8	-0.6	-2.9	-1.9	-1.8	-0.3
CDK5 p35 inh	-0.5	4.7	1.6	-1.0	-0.8	0.0
MITF TRPM1 HTS	x	-5	47	9	-8	3
V-ATPase pHluor	0	-5	-3	-1	-1	-2
RTF Ca sens act	4	-1	1	3	-11	-2

(43) COC(=O)c1ccc(C(=O)OC)c(NC(=O)CN2CCN(c3ccccc3OC)CC2)c1
(44) Cc1nn(-c2cccc(Cl)c2)c2nc(-c3ccco3)cc(C(=O)O)c12
(45) CCOc1ccccc1NC(=O)c1cc(=O)c2ccccc2o1
(46) Cc1ccc(-n2nnc3c(SCC(=O)NCC4CCCO4)ncnc32)cc1 (stereo unspecified)
(47) COc1cccc(OCCSc2nc(C)c(Cc3ccccc3)c(=O)[nH]2)c1
(48) COc1ccc(-c2cnnc(N/N=C/c3c(C)nn(-c4ccccc4)c3Cl)n2)cc1
(49) CC(C)Cc1ccc(CN2CCCC(NC(=O)CCN3CCCCC3=O)C2)cc1 (stereo unspecified)

entry no.	43	44	45	46	47	48	49
CAL PDZ FP-1	-12	-6	-4	0	1	11	17
Tat transport	11	-2	1	18	2	8	6
Wnt bcat act	x	x	6	x	-1	2	-1
dFosB activator	-8	-2	-1	-1	-3	-6	-7
Rtt109 HAT inh	0	8	-1	3	-5	6	3
CAL PDZ FP-2	-1.6	-3.6	-2.0	-2.1	-1.2	-0.3	-0.9
CDK5 p35 inh	1.0	-2.0	x	-6.2	-4.0	0.6	1.6
MITF TRPM1 HTS	-9	x	-13	0	-8	-48	-10
V-ATPase pHluor	-2	-1	3	3	0	2	7
RTF Ca sens act	2	-8	-8	1	-5	2	0
